M4 antag: human M4 muscarinic receptor antagonists, primary screen, CHO cells, Fluo-8 calcium fluorescence. 360,000 compounds, 0.73% hits. inhibition, % at 3 µM. CHO-hM4 cells, ACh EC80. Muscarinic acetylcholine receptor M4 (Homo sapiens), P08173;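 active means inhibition above its plate's cutoff, the mean inhibition of sample wells plus 3 SD, cut at about 27% in these data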;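 further: 0% = acetylcholine EC80 with DMSO and 100% = DMSO without agonist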
Target sequence (P08173 whole entry, looked up): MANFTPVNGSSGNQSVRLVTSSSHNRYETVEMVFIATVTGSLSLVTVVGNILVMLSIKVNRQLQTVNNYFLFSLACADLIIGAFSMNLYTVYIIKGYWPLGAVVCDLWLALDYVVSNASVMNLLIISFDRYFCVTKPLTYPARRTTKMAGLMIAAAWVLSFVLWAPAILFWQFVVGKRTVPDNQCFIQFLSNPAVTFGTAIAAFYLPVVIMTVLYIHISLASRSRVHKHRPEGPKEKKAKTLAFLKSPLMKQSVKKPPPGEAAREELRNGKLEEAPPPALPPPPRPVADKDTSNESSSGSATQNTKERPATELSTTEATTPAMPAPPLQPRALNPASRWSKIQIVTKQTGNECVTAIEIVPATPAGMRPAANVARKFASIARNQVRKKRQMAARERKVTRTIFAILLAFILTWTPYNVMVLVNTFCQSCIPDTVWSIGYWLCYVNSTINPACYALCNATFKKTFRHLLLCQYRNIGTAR
M4 PAM: human M4 muscarinic receptor positive allosteric modulators, primary screen, CHO-K1 cells, Fluo-8 calcium fluorescence; CHO-K1 hM4/Gqi5, ACh EC20; 0% = ACh EC20, 100% = maximal ACh; activation, % at 3 µM; 360,000 compounds, 0.4% hits; AID 624126, 2012;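 active means activation above its plate's cutoff, the mean activation of sample wells plus 3 SD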; further: some results filed as inactive read as strong as hits
M5 antag: human M5 muscarinic receptor antagonists, primary screen, CHO cells, Fluo-8 calcium fluorescence | Muscarinic acetylcholine receptor M5 (Homo sapiens), P08912 | CHO-hM5 cells, ACh EC80 | inhibition, % at 3 µM | 360,000 compounds, 0.59% hits | AID 624040, 2012;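 active means inhibition above a per-plate cutoff, the mean of that plate's test compounds plus 3 SD, cut at about 27% in these data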;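 further: 0% = acetylcholine EC80 with DMSO and 100% = DMSO without agonist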
M4 ag: human M4 muscarinic receptor agonists, primary screen, CHO-K1 cells, Fluo-8 calcium fluorescence. Muscarinic acetylcholine receptor M4 (Homo sapiens), P08173. CHO-K1 hM4/Gqi5; vehicle 0%, full acetylcholine response 100%. activation, % at 3 µM. 360,000 compounds, 0.14% hits. AID 624127, 2012;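 active means activation above the run mean over all test wells plus 3 SD, cut at about 32% in these data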;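 further: peak over basal fluorescence ratio per well then scaled between controls; 0% = DMSO wells and 100% = acetylcholine at EC100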
CHRM1 antagonist: human M1 muscarinic receptor antagonists, primary screen, CHO-K1 cells, Fluo-8 calcium fluorescence, 1536-well. Muscarinic acetylcholine receptor M1 (Homo sapiens), P11229. CHO-K1 hM1, ACh EC80 antagonist. inhibition, % at 3 µM. 360,000 compounds, 1.3% hits;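 active means percent inhibition above its own plate's cutoff, namely the mean of that plate's compound wells plus 3 SD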;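 further: peak over basal fluorescence ratio during 140 s after agonist addition; 0% = ACh EC80 plus DMSO and 100% = DMSO alone without agonist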
Target sequence (P11229 whole entry, looked up): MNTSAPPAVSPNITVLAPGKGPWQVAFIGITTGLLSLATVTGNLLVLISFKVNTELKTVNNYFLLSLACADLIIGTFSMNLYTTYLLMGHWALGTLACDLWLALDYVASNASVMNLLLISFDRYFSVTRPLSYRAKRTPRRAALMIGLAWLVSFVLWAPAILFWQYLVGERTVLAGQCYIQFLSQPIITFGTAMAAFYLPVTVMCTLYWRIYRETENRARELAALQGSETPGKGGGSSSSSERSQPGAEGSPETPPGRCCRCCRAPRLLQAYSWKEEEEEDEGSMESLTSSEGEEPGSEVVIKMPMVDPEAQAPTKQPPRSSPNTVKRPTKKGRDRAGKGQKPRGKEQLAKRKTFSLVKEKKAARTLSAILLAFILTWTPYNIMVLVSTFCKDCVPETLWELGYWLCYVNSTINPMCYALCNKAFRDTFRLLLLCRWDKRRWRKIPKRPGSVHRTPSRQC
CRFBP-R2 agonist: agonists of CRF-BP/CRF-R2 complex, primary screen, cell-based, HEK293, calcium dye fluorescence, uHTS; CRF-binding protein / CRF receptor 2 complex (human); calcium dye fluorescence (FLIPR); percent of saturating CRF peptide response; activation, % at 13.2 µM; 350,000 compounds, 0.46% hits;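 active means activation of at least 50%, plus an integration ratio under a set limit after plate pattern correction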;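 further: plate controls were neutral control wells without compound for no effect and CRF at EC100 for full effect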
M1 PAM: human M1 muscarinic receptor positive allosteric modulators, primary screen, CHO-K1 cells, Fluo-8 calcium fluorescence, 1536-well | CHO-K1 hM1, ACh EC20; 0% = ACh EC20, 100% = maximal ACh | AID 588819, 2011 | 360,000 compounds, 0.088% hits | Muscarinic acetylcholine receptor M1 (Homo sapiens), P11229 | activation, % at 3 µM; in the data active means activation above about 19%, passing the limit was not always enough
CHRM5 PAM: human M5 muscarinic receptor positive allosteric modulators, primary screen, CHO-K1 cells, Fluo-8 calcium fluorescence | Muscarinic acetylcholine receptor M5 (Homo sapiens), P08912 | CHO-K1 hM5, ACh EC20 PAM; 0% = ACh EC20, 100% = ACh EC100 | activation, % at 3 µM | 360,000 compounds, 0.3% hits | AID 624038, 2012;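 active means activation above the run cutoff, the mean activation of all test compounds plus 3 SD, cut at about 18% in these data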
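Measured by: Fluo-8 calcium fluorescence; material: human M5 receptor in CHO-K1 cells; schedule: Post-acetylcholine fluorescence recording 140 s; benchmarks: low control EC20 acetylcholine (0%), high control EC100 acetylcholine (100%); read-out: Max/basal fluorescence ratio as % of EC20–EC100 ACh window; compound: single dose, 3 µM nominal final test concentration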
M5 ag: human M5 muscarinic receptor agonists, primary screen, CHO-K1 cells, Fluo-8 calcium fluorescence; CHO-K1 hM5 cells; 0% DMSO wells, 100% maximal acetylcholine response; 360,000 compounds, 0.19% hits; Muscarinic acetylcholine receptor M5 (Homo sapiens), P08912; activation, % at 3 µM;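 active means activation above the run's mean over test compounds plus 3 SD, cut at about 23% in these data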;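 further: signal is peak over basal fluorescence ratio across the kinetic read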
* = called active by the depositor; . = not tested or not shown.

No.	structure	M4 antag	M4 PAM	M5 antag	M4 ag	CHRM1 antagonist
1	CN(C)c1ccc(/C=N/N=C2/SC(CC(=O)O)C(=O)N2c2ccc(O)cc2)cc1 (centres undefined)	-1.4	2.2	7.1	0.5	3.5
2	CCNC(=O)c1ccccc1NC(=O)C1CC(=O)N(C(C)C)C1 (centres undefined)	5.7	-1.8	2.3	0.0	5.2
3	O=C1CC(NCc2ccco2)C(=O)N1CCc1ccccc1 (centres undefined)	-0.9	-6.0	1.1	1.6	-7.9
4	Cc1oc(C)c2c(=O)ccc3c(c12)OC(N)=C(C#N)C3c1ccccc1Cl (centres undefined)	7.9	15.3	14.5	5.3	-2.1
5	O=C(CCn1c(=S)oc2ccccc21)Nc1ccccc1F	-2.5	-2.2	-7.7	0.7	12.6
6	CCCN1C(=O)CC(c2ccc(OC)c(OC)c2)C1=O (centres undefined)	0.5	-1.9	-1.6	1.9	-8.0
7	C[C@]12CS(=O)(=O)C[C@H]1SC(=S)N2c1ccccc1	-8.7	-8.7	4.2	0.2	-7.4
8	O=C(NCc1cccnc1)c1ccc(Cl)c(Cl)c1	-15.7	13.7	17.0	1.8	-9.3
9	Cc1nnc(NC(=O)CSc2nc3c(c(=O)n2C)SC(C)C3)s1 (centres undefined)	-7.0	4.9	-0.2	0.8	-8.9
10	Cc1cc2cc(CNC(=S)Nc3ccc(OC(F)(F)F)cc3)ccc2n1C	-0.4	-1.9	2.1	2.1	-7.6
11	COCCNC(=O)c1cc(-c2ccccn2)nc2ccc(S(=O)(=O)N3CCC(C)CC3)cc12	-6.6	9.1	-16.4	0.6	0.8
12	Cc1ccc(CN2CCN(Cc3ccccc3)C(CCO)C2)s1 (centres undefined)	-1.5	-1.2	3.9	1.3	-4.8

No.	CRFBP-R2 agonist	M1 PAM	CHRM5 PAM	M5 ag
1	0.7	-2.5	4.0	-1.0
2	0.2	3.7	-0.2	-0.3
3	0.8	0.6	-5.9	-2.3
4	16.0	2.7	4.5	0.3
5	1.1	-6.8	1.0	-3.0
6	.	2.6	0.2	5.2
7	0.2	4.9	0.2	-0.2
8	-4.5	14.9	5.9	-2.3
9	-1.8	7.6	5.2	2.6
10	-0.1	10.5	0.1	0.2
11	-1.9	10.2	6.3	-1.7
12	-0.7	3.8	1.6	-4.7

Just M5 ag, for two of the compounds above:
entry	compound	M5 ag
2	CCNC(=O)c1ccccc1NC(=O)C1CC(=O)N(C(C)C)C1 (centres undefined)	-0.3
4	Cc1oc(C)c2c(=O)ccc3c(c12)OC(N)=C(C#N)C3c1ccccc1Cl (centres undefined)	0.3

Additional compounds:
No.	structure	M4 antag	M4 PAM	M5 antag	M4 ag	CHRM1 antagonist
13	O=C1CC(c2ccco2)Cc2nc(Nc3ccc(F)cc3)ncc21 (centres undefined)	-8.6	5.5	-2.2	0.3	-6.3
14	CCN(CC)C(=O)C(=O)N/N=C/c1ccc(C(=O)OC)cc1	-6.0	0.6	1.2	1.0	-14.0
15	COc1ccc(/C=C(\C#N)C(=O)NCC(c2ccc(F)cc2)N2CCOCC2)cc1 (centres undefined)	-7.8	1.1	-2.3	1.1	-27.3
16	Oc1c(Br)cc(/C=N/NC(=S)NCc2ccco2)cc1Br	-9.2	0.2	0.9	10.0	-4.5
17	C=CCNC(=S)N1CCN(CCNC2=CC(=O)CC(C)(C)C2)CC1	-1.9	-6.1	-1.0	0.9	3.7
18	Cn1c(SCC(=O)NCCc2ccccc2)nnc1-c1ccncc1	-4.2	2.7	0.8	0.1	-6.4
19	O=C(/C=C/c1ccccc1)OCC(=O)N1CCN(c2ccccc2)CC1	1.6	-4.9	7.5	0.4	-11.6
20	COc1ccc(S(=O)(=O)N(C)c2ccc(C(N)=O)cc2)cc1	-0.1	-5.4	-8.5	2.7	-1.7
21	O=C(NCc1ccc2c(c1)OCO2)C1Cc2ccccc2CN1C(=O)c1ccco1 (centres undefined)	-3.2	0.7	-3.7	1.4	-1.8
22	O=C(CSc1cccc[n+]1[O-])c1cc2ccccc2o1	-4.5	14.8	0.2	1.8	0.8
23	CC(C)(C)OC(=O)CNC(=O)c1nc[nH]c1C(=O)NCC(=O)OC(C)(C)C	-7.1	1.9	-1.2	10.8	-8.0
24	O=C(OCC(=O)N1CCN(C(=O)c2ccco2)CC1)c1cc(-c2ccccc2)nc2ccccc12	20.9	-2.6	9.9	12.6	25.5

No.	CRFBP-R2 agonist	M1 PAM	CHRM5 PAM	M5 ag
13	0.6	-0.3	4.1	-0.8
14	7.5	15.4	-1.0	-2.2
15	1.3	4.6	1.6	1.9
16	0.4	3.0	8.6	4.5
17	-0.9	-2.4	1.7	-8.7
18	-2.1	2.7	-2.8	1.5
19	-0.1	6.3	-4.2	-1.7
20	-2.8	-0.2	-0.2	1.6
21	0.0	-1.5	-2.9	-2.6
22	-1.0	10.1	1.7	2.4
23	1.4	0.5	-2.2	6.4
24	-0.1	-5.0	-10.2	2.2

(continued)
No.	structure	M4 antag	M4 PAM	M5 antag	M4 ag	CHRM1 antagonist
25	Cc1cc(C)c(S(C)(=O)=O)c(Sc2ccc(Cl)cc2)n1	1.0	-1.8	-4.5	-0.8	-3.2
26	NS(=O)(=O)c1ccc(-n2nncc2C23CC4CC(CC(C4)C2)C3)cc1	-4.3	-1.2	-5.3	3.6	-9.7
27	COc1ccc(OCCNC(=O)C2(C)CCN2Cc2ccc3ccccc3c2)cc1 (centres undefined)	29.2*	-13.0	13.8	10.2	17.4
28	O=C(NCc1ccc(F)cc1)c1ccc(S(=O)(=O)Nc2cccc(C(F)(F)F)c2)cc1	4.6	1.5	14.8	5.1	5.4
29	CCNC(=O)C1CCCN(Cc2cc(-c3ccccc3)on2)CC1 (centres undefined)	-4.9	1.8	5.7	1.7	-7.2
30	CCOc1cc(CN2CCN(c3cccc(C(F)(F)F)c3)CC2)ccc1O	6.2	-6.0	0.9	-1.3	3.4
31	CCN(Cc1ccccc1)S(=O)(=O)c1cc(C(=O)c2c(N)n(C)c(=O)n(C)c2=O)ccc1OC	-1.1	-6.5	1.9	4.1	-8.0
32	O=C(NCc1cccc(Br)c1)C1CC(c2ccc(C(F)(F)F)cc2)=NO1 (centres undefined)	-0.7	2.6	3.5	0.0	15.1
33	CSc1c(-c2ccccc2)nc2ccccc2c1C(=O)O	0.6	4.9	-13.4	0.2	-14.7
34	Cc1[nH]c2ccccc2c1/C=N/Nc1nc(Nc2ccccc2)nc(N2CCOCC2)n1	-6.2	4.1	1.6	2.0	-3.7
35	N#CC1=C(N)Oc2n[nH]c(-c3ccccc3)c2C1c1ccsc1 (centres undefined)	-11.0	1.0	-3.4	2.1	5.6
36	O=C(CN1C(=O)/C(=C\c2ccc(F)cc2)Oc2ccccc21)N1CCN(c2ccccn2)CC1	4.1	-5.0	-4.1	0.3	8.8

No.	CRFBP-R2 agonist	M1 PAM	CHRM5 PAM	M5 ag
25	-0.1	0.9	-4.2	-2.7
26	0.0	5.8	-3.3	3.1
27	.	-14.8	-18.9	-0.2
28	2.1	-0.2	-7.3	1.9
29	.	9.9	-0.7	-0.2
30	-1.8	-5.3	-2.4	-5.8
31	0.4	6.0	-8.3	-4.1
32	1.1	-5.4	-2.6	2.6
33	11.5	15.9	3.3	1.5
34	0.9	1.1	-5.0	-1.8
35	-2.2	1.0	-3.7	-8.0
36	0.0	3.7	0.2	-2.4

More entries
No.	structure	M4 antag	M4 PAM	M5 antag	M4 ag	CHRM1 antagonist
37	O=C(COC(=O)C1CCC1)Nc1ccc(OC(F)F)cc1	-0.2	-3.6	0.2	0.6	-13.0
38	CCN1C(=O)CS/C1=N\S(=O)(=O)c1ccccc1	5.1	8.6	-1.7	2.4	-21.4
39	COCCNC(=O)c1cccc(OC2CCN(Cc3ccc(OC(F)F)cc3)CC2)c1	15.6	-13.7	2.6	1.6	-10.3
40	O=C(NCc1ccccn1)C(F)(F)C(F)(F)C(=O)NCc1ccccn1	-2.6	16.3	-8.6	1.4	5.3
41	O=C1CN(C(=O)/C=C/c2ccccc2)CCN1	3.3	-0.1	1.8	0.6	-17.7
42	O=C(CNc1cccc2ccccc12)N/N=C/C(Br)=C/c1ccccc1	1.2	3.9	-6.6	-0.2	-4.8
43	O=S1(=O)CCN(CCCCc2ccccc2)CC1	-9.1	6.0	1.2	1.4	-9.6
44	Cc1cccc(C)c1N=C1NN=C(c2ccccc2F)CS1	-3.6	-1.1	2.8	2.3	-7.4
45	Cc1cc(C(=O)N2CCC(C(=O)O)CC2)c(C)o1	2.3	-3.1	-4.7	0.2	-3.6

No.	CRFBP-R2 agonist	M1 PAM	CHRM5 PAM	M5 ag
37	-2.0	8.6	0.8	-4.8
38	1.6	5.0	3.8	2.0
39	0.4	2.9	-10.5	-1.1
40	-0.9	1.5	0.3	0.2
41	-0.9	7.0	0.1	-3.0
42	-0.3	3.7	4.4	2.0
43	2.2	8.8	-2.3	1.2
44	6.0	6.7	1.4	-1.4
45	0.1	8.9	3.6	3.3

Values in list order from above:
Compounds 39 to 45 in CHRM5 PAM read -10.5, 0.3, 0.1, 4.4, -2.3, 1.4, 3.6

Rows are unselected. Share with any hit: about 2.8%.
